# AID inh = Primary qHTS assay for inhibitors of Activation Induced Cytidine Deaminase (AID): AID signal | Potency, µM (highest dose often 115 µM), for inactives: at the top dose activity change, negative = inhibition, most hits filed as inhibitors | Single-stranded DNA cytosine deaminase (Homo sapiens), Q9GZX7 | AID deamination FRET fluorescence, UDG-coupled, 4 h | 0.32% of 91,000 active; further: nearly all actives have a fitted effect of over 25% in size
# Target sequence (Q9GZX7 whole entry, looked up): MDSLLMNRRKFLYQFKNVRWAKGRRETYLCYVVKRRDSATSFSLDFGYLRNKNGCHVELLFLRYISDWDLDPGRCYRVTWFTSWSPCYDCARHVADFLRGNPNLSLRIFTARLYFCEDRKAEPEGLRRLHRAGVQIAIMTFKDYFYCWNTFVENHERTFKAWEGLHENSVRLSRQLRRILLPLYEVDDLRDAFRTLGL
# UDG counter = Primary qHTS assay for inhibitors of Activation Induced Cytidine Deaminase (AID): UDG Counterscreen signal | Uracil-DNA glycosylase | 0.14% of 91,000 active | FRET deamination/UDG coupled assay, UDG read, 4 h | Potency, µM (series often up to 115 µM), for the others: top-dose activity change, negative = inhibition, usual class: inhibitors; further: nearly all actives have a fitted effect of over 65% in size
# * = called active by the depositor; u = inconclusive; [ ] = another dose, or the depositor's remark. The call rests on the fitted dose curve; in most records, active means well fitted curve in the direction sought with a large enough effect; inconclusive means small, poorly fitted or top-dose-only effect, or another doubt; inactive means no such curve, though single readings can be large; an effect the other way counts as inactive or inconclusive. On the % scale 0 is the no-effect control and ±100 the full control effect; potency means the concentration at half of the fitted maximal effect. The list is partial; rates above refer to the full screens.
SMILES | AID inh | UDG counter
COc1ccc(NC(=O)C2=C(C)C(=O)OC23CCN(C(C)C)CC3)cc1Cl | 6% | -4%
O=C(NCC(c1ccc(Cl)cc1)N1CCOCC1)c1ccccc1F (stereo not drawn) | -13% | 5%
O=C(O)c1cc2ccc(OCCc3ccccc3)cc2[nH]1 | -16% | -10%
Nc1nccnc1C(=O)NCc1ccc(O)cc1 | 0% | -7%
Cc1ccc(C(=O)OCc2nnc(-c3ccc(Cl)cc3)o2)s1 | -15% | -7%
CC(=O)NNC(=S)NC1CCCC1 | 2% | 10%
COc1ccc(NC(=O)c2c(NC(=O)c3cccc(C)c3)sc3c2CCC3)cc1 | 15% | 4%
CC(C)(C)c1cc(CN(CCO)Cc2cc(C(C)(C)C)c(O)c(C(C)(C)C)c2)cc(C(C)(C)C)c1O | 3% | -3%
O=C(NCCc1ccc(OC(F)F)cc1)c1nn(Cc2ccccc2)c(=O)c2ccccc12 | -4% | -7%
O=C(CSc1n[nH]c(-c2cccc(Br)c2)n1)c1ccc(Cl)cc1 | -15% | -11%
COc1ccc(OCC(=O)NCC(c2ccc(OC)cc2)N2CCCCC2)cc1 (stereo not drawn) | -5% | -9%
CCC(CC)NC(=O)COC(=O)Cc1nn(C)c(=O)c2ccccc12 | -7% | -8%
Cn1c(=O)c2c(nc(Nc3ccc(Cl)cc3Cl)n2CC(=O)O)n(C)c1=O | -7% | 2%
CCOc1ccc(Oc2nc(NCC(C)C)nc(N3CCOCC3)n2)nn1 | 20% | 13%
CCC(Nc1ccc(-c2nc(-c3cccnc3)no2)cc1[N+](=O)[O-])c1ccccc1 (stereo not drawn) | u | -20%
Clc1ccc(-c2onc3ccc(C4OCCO4)cc23)cc1 | 3% | 1%
COc1ccccc1-c1noc(CCCC(=O)Nc2cccc(C(F)(F)F)c2)n1 | -25% | -3%
COc1ccc(N2C(=O)C(CC(=O)Nc3ccc(F)cc3)N(CCC3=CCCCC3)C2=O)cc1 (stereo not drawn) | 0% | 26%
CCC(CC)C(=O)Nc1sc2c(c1C#N)CCC(C(C)(C)CC)C2 (stereo not drawn) | -4% | -1%
Cc1ccc(C)c(N2CCN(c3c(CN4CCCC4)c(=O)oc4ccccc34)CC2)c1 | -11% | 6%
CN1C(=O)c2ccccc2Sc2ccc(NC(=O)c3ccc(C(F)(F)F)cc3)cc21 | 9% | -14%
COc1ccc(S(=O)(=O)Oc2ccc3oc(=O)cc(-c4cc5cccc(OC)c5o4)c3c2)cc1 | -13% | -12%
CC1(C)CC(NC(=O)C2CCC2)CC(C)(CNC(=O)C2CCC2)C1 (stereo not drawn) | -6% | 7%
CCOC(=O)c1ccc(N2CCN(C(C)=O)CC2)c(NC(=O)c2ccccc2C)c1 | 1% | 0%
CCOC(=O)c1c(C)[nH]c(C)c1S(=O)(=O)N1CCC(C(=O)NCc2ccccc2Cl)CC1 | 10% | -21%
Cc1ccc(C(=O)CSC#N)o1 | 18% | -11%
CCc1nn(CCCC(=O)NCc2ccc(OC)c(OC)c2)c(=O)c2cc3occc3n12 | 8% | -4%
COc1ccccc1NC(=O)c1ccc2c(c1)NC(=O)CS2 | 15% | -3%
O=C(CCn1cnc2onc(-c3ccc(F)cc3)c2c1=O)N1CCN(c2cccc(Cl)c2)CC1 | -20% | -3%
N#Cc1c(NC(=O)c2ccnn2C(F)F)sc2c1CCCCC2 | 21% | 3%
COc1cccc(NC(=O)C2CCCN2S(=O)(=O)c2ccc3c(c2)n(C)c(=O)c(=O)n3C)c1 (stereo not drawn) | -7% | -5%[57.5 µM]
CCOCCOC(C)C(=O)N(CC(=O)OCC)CC(C)C (stereo not drawn) | -2% | 1%
CCn1c(-n2nc(C)cc2C)nc2c1c(=O)n(CCN1CCCCC1)c(=O)n2C | 4% | -2%
COc1ccc(-c2c(C)oc3cc(OCC(=O)O)ccc3c2=O)cc1OC | 2% | 2%
CC(=O)c1cc(-c2ccc(F)cc2)n(CC(=O)NCc2ccc(C)cc2)c1C | 1% | u
CCOC(=O)c1ccc(NC(=O)CCn2c(=O)c3cccn3c3ccccc32)cc1 | 7% | -2%[57.5 µM]
COc1ccc(NC(=O)Cn2c(=O)n(Cc3ccco3)c(=O)c3sc4ccccc4c32)c(OC)c1 | 8% | -3%
CCc1nc2ccc(C(=O)Nc3cccc(C)n3)cc2nc1CC | 16% | -2%
CC[C@@H](C)[C@@H](C(=O)Nc1ccc(C)cc1)N1Cc2ccccc2C1=O | u | -14%
CCc1ccc(NC(=O)c2ccc3[nH]c(C)c(C)c3c2)cc1 | 7% | 41%[activator]

# Taken from the listing (2 entries):
SMILES | AID inh | UDG counter
CN1C(=O)c2ccccc2Sc2ccc(NC(=O)c3ccc(C(F)(F)F)cc3)cc21 | 9% | -14%
COc1ccc(S(=O)(=O)Oc2ccc3oc(=O)cc(-c4cc5cccc(OC)c5o4)c3c2)cc1 | -13% | -12%

# Other compounds follow:
# Every second line gives: AID inh, UDG counter
CC(C)N1CCC(NC(=S)NCc2ccc(F)cc2)CC1
    -2%, -14%
Cc1cccc(Cn2nnc3c(=O)[nH]c(C4CCN(C(=O)c5ccc(F)cc5)CC4)nc32)c1
    -3%, -10%
COc1ccc(CCNC(=O)c2cc3n(n2)CCCN(Cc2ccc(C)cc2)C3=O)cc1OC
    -3%, -12%
CCC(CC)=NNC(=O)C1CC1c1ccccc1 (stereo not drawn)
    0%, -9%
Cc1nc(C)c(-c2csc(Nc3ccc(N(C)C)cc3)n2)s1
    u, 0%
CCCOc1ccc(-c2nn(-c3ccccc3)cc2C2NC(=O)NC(C)=C2C(=O)OC(C)C)cc1 (stereo not drawn)
    u, u
CC(C)CCNC(=O)c1cc(-c2ccc(Br)s2)nc2ccccc12
    13%, 9%
Cc1ccccc1NC1(c2nnnn2-c2c(C)cccc2C)CCCCC1
    -2%, 10%
CCCc1cc(C(=O)Oc2ccc(NC(C)=O)cc2)sc1C
    u, -5%
CC(=O)N(C)c1ccc(NC(=O)CC2C=CCC2)cc1 (stereo not drawn)
    5%, 5%
COc1ccc(CNC(=O)c2cc3cc4cc(OC)ccc4nc3o2)cc1
    4%, 2%
Cc1cccc(-c2c3c(=O)n(C)c(=O)n(C)c3c3c(C)cc(C)nn23)c1
    -8%, -5%
Cn1c(=O)c2sc3c(c2n(CC(=O)c2ccccc2)c1=O)COC(C)(C)C3
    -4%, 1%
Cc1ncsc1C(=O)NCc1ccc(N2CCCCCC2)nc1
    -3%, 1%
CCCCCc1ccc(C(=O)CC)cc1
    -14%, -11%

# As entered above:
# Cc1cccc(Cn2nnc3c(=O)[nH]c(C4CCN(C(=O)c5ccc(F)cc5)CC4)nc32)c1 in UDG counter = -10%
# CC(C)N1CCC(NC(=S)NCc2ccc(F)cc2)CC1 in UDG counter = -14%

# (listing goes on)
# Every second line gives: AID inh, UDG counter
Clc1cccc(-c2nc(-c3ccncc3)no2)c1
    -6%, -8%
O=C(CCCc1cccs1)N1CCCC1
    -1%, 1%
Fc1ccc(CCNC(=S)NCc2ccc(Cl)cc2)cc1
    -9%, -2%
CCc1ccc(S(=O)(=O)Nc2ccc3oc(C)c(C(=O)OCCOC)c3c2)cc1
    2%, 22%
COc1ccc(Nc2nc3c(S(=O)(=O)c4ccc(Br)cc4)nnn3c3ccsc23)c(OC)c1
    -4%, 0%
COc1ccc(-c2ccc3c(N)c(C(=O)c4ccc(OC)c(OC)c4)sc3n2)cc1
    u, -3%
Fc1cccc(COc2ccc(-c3nnco3)cc2)c1F
    -8%, -9%
Cc1cc2ccccn2c1C(=O)c1ccc(-c2ccccc2)cc1
    -16%, -8%
CCOC(=O)c1ccc(CN(Cc2ccccc2C)S(=O)(=O)c2ccc(C(C)(C)C)cc2)cc1
    -10%, -7%
CCCCCn1nc(C(=O)Nc2ccc3c(c2)CCC3)c2ccccc2c1=O
    -17%, -4%
CC(=O)c1c(C)n(-c2ccc(C)cc2C)c2ccc(OCC(N)=O)cc12
    -17%, 0%
CCOC(=O)c1cccc(NC(=O)N2CC(CC)Oc3ccccc32)c1 (stereo not drawn)
    6%, -1%[57.5 µM]
Cn1c(=O)ccn(CC(=O)Nc2nc(C3CC3)cs2)c1=O
    2%, 0%
Cc1nc(SCC(=O)Nc2ccc3c(c2)OCCCO3)c(C#N)c(C)c1C
    10%, -5%
Cc1ccccc1OCCn1cc(C(=O)c2ccco2)c2ccccc21
    u, -6%
Cc1ccc(CNC(=O)CCCCCn2c(=O)[nH]c3ccccc3c2=O)cc1
    1%, -3%
CCc1cccc(-n2nnc(-c3nc(-c4ccccc4Cl)no3)c2N)c1
    4%, -6%
CCCNC(=O)c1cnn2c(C(F)F)cc(-c3ccccc3)nc12
    5%, 3%
CCOc1ccc(CCNC(=O)c2nc(-c3cccc(F)c3)n3c2CCCCC3)cc1OCC
    18µM*, u
COc1ccc(N2CCN(C(=O)CCc3c(C)nc4cc(-c5ccc(OC)cc5OC)nn4c3C)CC2)cc1
    u, -13%
CCCNC(=S)NNC(=O)c1cccc(N(C)C)c1
    0%, 2%
COc1ccc(Br)cc1CNC(=O)c1ccc2c(c1)N(Cc1ccc(C)cc1)CCS2
    u, -22%
Cc1ccc2c(c1)Cc1cc3cccc(C)c3nc1-2
    -3%, -2%
CCOc1cc(C2CC(=O)Nc3c2c(=O)nc(SCc2cccc(Cl)c2)n3C)ccc1O (stereo not drawn)
    -11%, 7%
COc1cccc(NC(=O)C(C)OC(=O)c2ccc3ccccc3n2)c1 (stereo not drawn)
    2%, 1%
CCCCc1ccc2nc(NC(=O)c3ccc(F)cc3)sc2c1
    2%, 2%
O=C(Cc1ccc(Cl)cc1)NCC(c1cccs1)S(=O)(=O)c1ccccc1 (stereo not drawn)
    -21%, 2%
CCCN(Cc1ccc(OC)cc1)Cc1cc(=O)oc2ccc(C)cc12
    -11%, -6%
COc1ccc(Cn2c(C(=O)O)c(CNC3CCCC3)c3ccc(C)cc32)cc1
    7%, -11%[57.5 µM]
Cc1ccccc1C(=O)Nc1cccc(C(=O)OCc2cc(=O)n3nc(C4CC4)sc3n2)c1
    17%, -14%

# One compound at a time (already shown). Order of screens: AID inh | UDG counter
# `CC(=O)c1cc(-c2ccc(F)cc2)n(CC(=O)NCc2ccc(C)cc2)c1C` is entered as 1% | u
# `COc1ccc(-c2c(C)oc3cc(OCC(=O)O)ccc3c2=O)cc1OC` is entered as 2% | 2%
# `CCOC(=O)c1ccc(N2CCN(C(C)=O)CC2)c(NC(=O)c2ccccc2C)c1` is entered as 1% | 0%
# `N#Cc1c(NC(=O)c2ccnn2C(F)F)sc2c1CCCCC2` is entered as 21% | 3%
# `CCC(CC)C(=O)Nc1sc2c(c1C#N)CCC(C(C)(C)CC)C2` (stereo not drawn) is entered as -4% | -1%

# (list continues)
# Every second line gives: AID inh, UDG counter
COc1ccc(C(=O)NCC(c2cccnc2)N2CCN(c3ccccc3F)CC2)cc1OC (stereo not drawn)
    -2%, 0%
COc1ccc(NC(=O)CSC2=Nc3ccccc3C3=NC(Cc4ccccc4)C(=O)N23)cc1 (stereo not drawn)
    -9%, 3%
Cc1ccccc1C(=O)Nc1ccc(C(=O)NNC(=S)Nc2ccccc2)cc1
    -4%, 3%
COc1cc(NS(=O)(=O)c2cnc(N)nc2)cc(OC)c1
    69%[activator], 7%
Cc1ccc(C(=O)Nc2cc3c(cc2N2CCCC2)n(C)c(=O)c(=O)n3C)cc1
    290%[activator], 11%
Cc1ccccc1C1CC(=O)NC2=C1C(=O)CC(C)(C)C2 (stereo not drawn)
    0%, 0%
C/C(=N\O)c1cccc(-n2cccc2)c1
    -4%, -12%
Cc1ccc(S(=O)(=O)Nc2cnc3ccccc3c2)c(C)c1C
    -16%, 5%
CCCNc1nc(-c2[nH]c(C)c(C(C)=O)c2C)cs1
    72%[activator], 121%[activator]
CCn1ccc2cc(S(=O)(=O)N3CCCN(C(=O)Nc4cccc(SC)c4)CC3)ccc21
    -21%, 0%
Cc1ccc(C)c(Nc2cc(C(=O)NC3CCCCC3)c3ccccc3n2)c1
    16%, -12%[57.5 µM]
Cc1ccc(NC(=O)Nc2cn(C)c(=O)c3ccccc23)c(Cl)c1
    79%[activator], -9%
Cc1sc(NC(=O)Cc2ccccc2)c(C#N)c1C
    9%, 3%
Cc1ccc(NC(=O)CSc2nc3ccccc3nc2Cc2ccccc2)c(C)c1
    11%, 1%
CCN1C(=O)c2ccccc2Sc2ccc(NC(=O)Cc3ccc(OC)cc3)cc21
    -26%, -13%
Cc1ccccc1C(=O)N[C@H]1C[C@@H]2CC[C@H]1C2
    -14%, -10%
CCCCN(C)CCC(=O)Nc1ccc(Cl)cc1
    -13%, -11%
O=C(O)COc1ccc(C(=O)/C=C/c2ccc(Cl)cc2Cl)cc1
    -13%, -4%
CC(=O)c1ccc(NC(=O)C2=CC(c3cccs3)=NS(=O)(=O)N2C)cc1
    -21%, 4%
C=CCn1c(N2CCOCC2)nc2c1c(=O)n(C)c(=O)n2C
    0%, 2%
Nc1ncc(-c2ccccc2)c(-c2ccc(OCc3ccccc3F)cc2O)n1
    -7%, -5%
COc1ccc([C@@H]2Sc3ccccc3N(CCN(C)C)C(=O)[C@@H]2OC(C)=O)cc1
    -3%, -11%
CC(NCc1ccc2c(c1)n(C)c(=O)n2C)c1ccccc1 (stereo not drawn)
    -21%, -11%
CC(=O)c1cccc(NS(=O)(=O)c2ccc3[nH]c4c(c3c2)CCCCCC4)c1
    27%[57.5 µM], 8%[57.5 µM]
O/N=C/c1ccc(OCc2ccc(Cl)c(Cl)c2)cc1
    9%, 5%
Cc1ccc(CNC(=O)c2ccc3c(c2)c(C)c(C)n3Cc2ccccc2)o1
    67%[activator], u
Cc1cccc(/C=C(/C#N)c2ccc(C(F)(F)F)cn2)c1
    -7%, 0%
C1C2CC3CC1CC(C2)C3NC12CC3CC(CC(C3)C1)C2 (stereo not drawn)
    -1%, -5%

# Assay outcomes from PubChem.
